Assay outcomes deposited in PubChem by several laboratories.
WT yeast gro inh: growth inhibition of WT strain, primary screen, mitochondrial fusion inhibitor project, WT and mutant strains, chemical genetic; AID 1362, 2008; inhibition, % at 10 µM; mitochondrial fusion phenotypic screen; 2.1% of 190,000 active; in the data active means inhibition above about 58%; tested in S. cerevisiae
Insulin prom up: insulin promoter activators in MIN6 cells, imaging, high-content screening, mouse beta cells; MIN6 insulin promoter-GFP reporter; active compounds read high; z-score at 5 µM; 0.3% of 190,000 active;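 active means z-score above 3 at 5 µM with at least 500 cells counted in the well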
Lipid droplet: inhibitors of hepatocyte lipid droplet formation, primary screen, imaging, high-throughput imaging, BODIPY stain; inhibition, % at 6.5 µM; 0.4% of 240,000 active; AML12 mouse hepatocytes, oleate lipid droplets; AID 1656, 2009;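 active means lipid droplet intensity inhibited by at least 50%, with more than 500 cells counted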
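Assay system: AML12 mouse liver cells | Compound dosing: One dose, 6.5 µM compound | Read-out basis: Droplet intensity reduction, % inhibition | Measured by: Fluorescence imaging, 20x objective, two fields per well | Schedule: Overnight treatment with compound plus oleate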
b-catenin transl: modulators of beta-catenin nuclear translocation, primary screen, imaging, HeLa cells, immunofluorescence, high-content; nuclear translocation activity, % at 5 µM; 0.3% of 190,000 active; AID 1665, 2009;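 active means nuclear translocation activity above 50% at 5 µM, with a well cell count of 50 or more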;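 further: per-cell ratio of nuclear to cytoplasmic median beta-catenin stain intensity; plate controls were DMSO negative control for no effect and GSK-3 inhibitor IX positive control for full effect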
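Test system: human HeLa cells, endogenous beta-catenin. Times: 24 h compound exposure, 37°C. Measured by: beta-catenin immunofluorescence imaging with DAPI.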
Dynein transport: inhibitors of GR-EGFP nuclear translocation, primary screen, dynein cargo transport inhibitor project, imaging, high-content, 3617.4 mouse cells. AID 1381, 2008. z-score, hits read low. 0.47% of 220,000 active. test concentration mostly 20 µM; stimulated with dexamethasone, 1 µM; active compounds read low;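 active means plate z-score of nuclear minus cytoplasmic receptor signal below a set negative limit, without overly bright fluorescence or cell loss, cut at about -3.5 in these data, passing the limit was not always enough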;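 further: z-score of nuclear minus cytoplasmic ring GR-EGFP intensity difference per well; some compounds called inactive have numbers as strong as hits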
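medium = tetracycline-free induction medium containing charcoal-stripped FBS | probe or stimulus = dexamethasone, 1.0 µM final | timing = 48 h induction, then 1 h compound, then 30 min agonist, 37 °C | detection = automated 10x imaging of fixed Hoechst-stained cells | read-out basis = nuclear versus cytoplasmic GR-EGFP signal, averaged per well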
ER stress rescue: rescue of cells from ER stress-induced death, primary screen, 384-well, CSM14.1, thapsigargin, ATP luminescence (AID 1222) | 190,000 tested, under 10 active | CSM14.1 thapsigargin-induced death rescue, ATP luminescence; higher % means a stronger effect | one-dose cellular ATP content (survival), % at 20 µM; EC50 in µM for titrated hits;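 active means EC50 below 50 µM in the dose-response confirmation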;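 further: death triggered by thapsigargin at about 15 µM added after 2 h compound pretreatment; cell ATP read after overnight thapsigargin exposure of roughly 18 to 22 hours; normalized against plate controls of thapsigargin alone and 5% DMSO vehicle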
XIAP displacement: XIAP antagonists, biochemical, IAP family, fluorescence polarization (AID 1018) | 0.007% of 200,000 active | displacement, % at 20 µM; hits with a dose series show IC50 in µM | XIAP BIR domain, fluorescence polarization peptide displacement; higher % means a stronger effect; in the data active means displacement above about 50%; further: a part of the inactive calls stands beside numbers as strong as those of hits
MT stabilizer: microtubule stabilizers in HeLa cells, primary screen, imaging, high-content imaging. HeLa tubulin immunostaining HCS, 24 h; share of cells brighter than vehicle mean+2SD. 0.83% of 200,000 active. AID 2205, 2009. % tubulin-high responders, % at 10 µM;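 active means plate Z-score above 3 for both tubulin-high and condensed-nucleus cell shares, with cell loss under 80%, at 10 µM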;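 further: anti alpha tubulin signal scored within the nucleus-defined area of each cell; some results filed as inactive read as strong as hits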
Autophagy mod: autophagy modulators in MEF cells, primary screen, imaging, high-content, MEF GFP-LC3; MEF GFP-LC3 puncta imaging; test concentration mostly 10 µM; calls only at 10 µM (by protocol); 0.98% of 190,000 active;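 active means percentage of spot-positive cells more than 3 SD above its plate mean, without a fluorescence outlier flag or 80% toxicity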;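 further: spot-positive cell cutoff set from DMSO-treated cells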
WT yeast gro inh mutant strain: recorded beside WT yeast gro inh, whose call it bears; inhibition, %; mitochondrial fusion phenotypic screen, mutant strain inhibition
Dynein transport cytoplasmic EGFP: recorded beside Dynein transport, whose call it bears; z-score; measured here: cytoplasmic GR-EGFP intensity; active compounds read high
Dynein transport nuclear GR-EGFP: recorded beside Dynein transport, whose call it bears; z-score; measured here: nuclear GR-EGFP intensity;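 lower value marks the stronger effect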
Dynein transport cell count: recorded beside Dynein transport, whose call it bears; z-score; measured here: cell count per field
Insulin prom up cell count: recorded beside Insulin prom up, whose call it bears; cell count; measured here: cytotoxicity, nuclei count;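 total cells summed across four imaged fields per well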
Lipid droplet cells 6.5 µM: also measured in Lipid droplet; calls as there; cell count; measured here: cell count, cytotoxicity flag;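 cells counted across two imaged fields per well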
b-catenin transl cell count 5 µM: also measured in b-catenin transl; calls as there; cell count; measured here: cell count, cytotoxicity flag
MT stabilizer Hoechst-high %: recorded beside MT stabilizer, whose call it bears; % Hoechst-high responders; measured here: nuclear condensation Hoechst responders;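 share of cells brighter than vehicle mean plus two SD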
MT stabilizer cytotoxicity %: recorded beside MT stabilizer, whose call it bears; toxicity, %; measured here: cytotoxicity by cell density;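 0% = mean cell density of plate MIN control wells and 100% = no cells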
Autophagy mod cell loss 18 h: second read-out of Autophagy mod, no call of its own (marks repeat the call); toxicity, %; measured here: cell loss, nuclei count;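 cell loss after 18 h compound exposure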
An asterisk follows results filed as active.

C/C(=N/NC(=O)Cc1cccc2ccccc12)c1cccs1 was read as WT yeast gro inh -4.1, Insulin prom up 0.45, b-catenin transl -0.8, Dynein transport -0.293, ER stress rescue 0.9%, XIAP displacement -3.3%, MT stabilizer 2.7, Autophagy mod inactive, WT yeast gro inh mutant strain 8.1, Dynein transport cytoplasmic EGFP 0.21, Dynein transport nuclear GR-EGFP 0.222, Dynein transport cell count 1.64, Insulin prom up cell count 1495, b-catenin transl cell count 5 µM 1403, MT stabilizer Hoechst-high % 1.3, MT stabilizer cytotoxicity % 6.2 and Autophagy mod cell loss 18 h -16.9.
c1ccc(-c2ccccc2OCCN2CCOCC2)cc1 was read as WT yeast gro inh -0.1, Insulin prom up 0.25, Lipid droplet 4.8, b-catenin transl -1.8, Dynein transport 0.688, ER stress rescue -2.3%, XIAP displacement -3.6%, MT stabilizer 1.3, Autophagy mod inactive, WT yeast gro inh mutant strain -3.9, Dynein transport cytoplasmic EGFP -0.284, Dynein transport nuclear GR-EGFP -0.0434, Dynein transport cell count -0.0336, Insulin prom up cell count 1406, Lipid droplet cells 6.5 µM 653, b-catenin transl cell count 5 µM 972, MT stabilizer Hoechst-high % 2.9, MT stabilizer cytotoxicity % 11.9 and Autophagy mod cell loss 18 h -8.1.
For Cc1ccc2c(c1)[nH]c1c(=O)n(CCC3=CCCCC3)cnc12 the results were WT yeast gro inh -1.6, Insulin prom up -0.5, b-catenin transl 2.6, Dynein transport 0.426, ER stress rescue 2.8%, XIAP displacement -5.8%, MT stabilizer 1.6, Autophagy mod inactive, WT yeast gro inh mutant strain 3.3, Dynein transport cytoplasmic EGFP -0.143, Dynein transport nuclear GR-EGFP -0.0616, Dynein transport cell count -0.264, Insulin prom up cell count 1208, b-catenin transl cell count 5 µM 1377, MT stabilizer Hoechst-high % 2.5, MT stabilizer cytotoxicity % 10.0 and Autophagy mod cell loss 18 h 10.2.
O=C(CSC1=NCCS1)N1CCN(c2ccccc2)CC1 was read as WT yeast gro inh -7.8, Insulin prom up 0.47, Lipid droplet 1.0, b-catenin transl 1.5, Dynein transport -0.84, ER stress rescue -2.5%, XIAP displacement -9.6%, MT stabilizer 3.7, Autophagy mod inactive, WT yeast gro inh mutant strain -23.2, Dynein transport cytoplasmic EGFP -0.174, Dynein transport nuclear GR-EGFP -0.429, Dynein transport cell count -0.166, Insulin prom up cell count 1011, Lipid droplet cells 6.5 µM 739, b-catenin transl cell count 5 µM 978, MT stabilizer Hoechst-high % 3.0, MT stabilizer cytotoxicity % 2.5 and Autophagy mod cell loss 18 h -3.2.
CCNC(=O)Cn1c(=O)c(=O)n(Cc2ccccc2)c2ccc(Cl)cc21 was read as WT yeast gro inh 0.0, Insulin prom up 0.55, Lipid droplet -34.1, b-catenin transl -2.6, Dynein transport -0.0537, ER stress rescue 0.4%, XIAP displacement -6.3%, MT stabilizer 7.4, Autophagy mod inactive, WT yeast gro inh mutant strain 18.0, Dynein transport cytoplasmic EGFP -0.245, Dynein transport nuclear GR-EGFP -0.0243, Dynein transport cell count 0.899, Insulin prom up cell count 1568, Lipid droplet cells 6.5 µM 630, b-catenin transl cell count 5 µM 993, MT stabilizer Hoechst-high % 7.4, MT stabilizer cytotoxicity % 3.5 and Autophagy mod cell loss 18 h 22.8.
Screening COCCn1c(SCC(=O)Nc2ccc3c(c2)OCCO3)nnc1-c1c[nH]c2ccccc12 returned WT yeast gro inh -5.8, Insulin prom up 1.67, b-catenin transl -0.1, Dynein transport -0.26, ER stress rescue -2.2%, XIAP displacement -10.2%, MT stabilizer 3.0, Autophagy mod inactive, WT yeast gro inh mutant strain -1.4, Dynein transport cytoplasmic EGFP -0.217, Dynein transport nuclear GR-EGFP 0.374, Dynein transport cell count 0.114, Insulin prom up cell count 1028, b-catenin transl cell count 5 µM 748, MT stabilizer Hoechst-high % 2.2, MT stabilizer cytotoxicity % 7.8 and Autophagy mod cell loss 18 h -6.5.
For Oc1ccccc1Nc1nc(NCc2ccco2)c2ccccc2n1 the results were Insulin prom up -0.82, Lipid droplet 0.3, b-catenin transl 0.0, Dynein transport 1.57, Dynein transport cytoplasmic EGFP -0.262, Dynein transport nuclear GR-EGFP 0.753, Dynein transport cell count -0.831, Insulin prom up cell count 742, Lipid droplet cells 6.5 µM 770 and b-catenin transl cell count 5 µM 1417.
COc1ccc(N2CCN(C(=O)CN(c3ccc(Br)cc3)S(C)(=O)=O)CC2)cc1 was read as WT yeast gro inh -3.7, Insulin prom up -1.2, Lipid droplet 1.7, b-catenin transl -2.8, Dynein transport 2.65, ER stress rescue -1.8%, XIAP displacement -4.3%, MT stabilizer 0.7, Autophagy mod inactive, WT yeast gro inh mutant strain 3.4, Dynein transport cytoplasmic EGFP -0.157, Dynein transport nuclear GR-EGFP 1.96, Dynein transport cell count -1.58, Insulin prom up cell count 1308, Lipid droplet cells 6.5 µM 760, b-catenin transl cell count 5 µM 1148, MT stabilizer Hoechst-high % 0.8, MT stabilizer cytotoxicity % 7.5 and Autophagy mod cell loss 18 h -7.1.
CC(=O)c1cccc(N(C(=O)CS(=O)CC(=O)Nc2ccc(F)cc2)C(C(=O)NC2CCCCC2)c2ccc(C)o2)c1 (stereo not drawn) was read as WT yeast gro inh -17.7, Insulin prom up -1.28, Lipid droplet -1.1, b-catenin transl -0.9, Dynein transport -0.0407, ER stress rescue 1.3%, XIAP displacement -10.1%, MT stabilizer 4.2, Autophagy mod inactive, WT yeast gro inh mutant strain 13.0, Dynein transport cytoplasmic EGFP -0.117, Dynein transport nuclear GR-EGFP 0.0643, Dynein transport cell count 0.161, Insulin prom up cell count 1485, Lipid droplet cells 6.5 µM 536, b-catenin transl cell count 5 µM 1128, MT stabilizer Hoechst-high % 2.1, MT stabilizer cytotoxicity % 10.1 and Autophagy mod cell loss 18 h 3.0.
O=C(Nc1cccc2ccccc12)c1ccc([N+](=O)[O-])s1 was read as WT yeast gro inh 7.7, Insulin prom up 0.27, Lipid droplet -6.9, b-catenin transl 1.1, Dynein transport 0.297, ER stress rescue -3.1%, XIAP displacement -3.8%, MT stabilizer 3.5, Autophagy mod inactive, WT yeast gro inh mutant strain 7.7, Dynein transport cytoplasmic EGFP -0.234, Dynein transport nuclear GR-EGFP 1.37, Dynein transport cell count -0.781, Insulin prom up cell count 2301, Lipid droplet cells 6.5 µM 679, b-catenin transl cell count 5 µM 942, MT stabilizer Hoechst-high % 2.5, MT stabilizer cytotoxicity % 6.3 and Autophagy mod cell loss 18 h 31.7.
For O=C(COC(=O)CCC(=O)c1ccc(F)cc1)Nc1ccc(N2CCOCC2)cc1 the results were WT yeast gro inh 1.9, Insulin prom up -0.71, b-catenin transl -3.0, Dynein transport 1.3, ER stress rescue -1.1%, XIAP displacement -1.2%, MT stabilizer 1.5, WT yeast gro inh mutant strain -5.5, Dynein transport cytoplasmic EGFP -0.21, Dynein transport nuclear GR-EGFP 1.01, Dynein transport cell count -0.89, Insulin prom up cell count 1130, b-catenin transl cell count 5 µM 948, MT stabilizer Hoechst-high % 1.8 and MT stabilizer cytotoxicity % 4.7.
For COc1ccc(CCNC(=O)Cn2cnc3ccccc3c2=O)cc1OC the results were WT yeast gro inh 11.7, Insulin prom up -0.72, Lipid droplet -6.5, b-catenin transl 2.6, Dynein transport 0.301, ER stress rescue 1.2%, XIAP displacement -0.4%, MT stabilizer 2.6, Autophagy mod inactive, WT yeast gro inh mutant strain 10.1, Dynein transport cytoplasmic EGFP -0.0735, Dynein transport nuclear GR-EGFP 0.358, Dynein transport cell count -0.00108, Insulin prom up cell count 1473, Lipid droplet cells 6.5 µM 684, b-catenin transl cell count 5 µM 1058, MT stabilizer Hoechst-high % 1.3, MT stabilizer cytotoxicity % 10.5 and Autophagy mod cell loss 18 h 9.3.
COc1ccc(C(=O)OCC(=O)Nc2ccc(F)cc2F)cc1OC was read as WT yeast gro inh 7.7, Insulin prom up 2.13, b-catenin transl -1.3, Dynein transport 0.0577, ER stress rescue 0.9%, XIAP displacement -3.4%, MT stabilizer 4.9, Autophagy mod inactive, WT yeast gro inh mutant strain -6.4, Dynein transport cytoplasmic EGFP -0.265, Dynein transport nuclear GR-EGFP -0.111, Dynein transport cell count 1.38, Insulin prom up cell count 1623, b-catenin transl cell count 5 µM 1326, MT stabilizer Hoechst-high % 1.7, MT stabilizer cytotoxicity % 7.9 and Autophagy mod cell loss 18 h 0.3.
Screening Cc1c(-n2c(-c3ccccc3Cl)n[nH]c2=S)c(=O)n(-c2ccccc2)n1C returned WT yeast gro inh -20.3, Insulin prom up 0.57, Lipid droplet -14.8, b-catenin transl 0.1, Dynein transport 2.81, ER stress rescue -1.0%, XIAP displacement -5.4%, MT stabilizer 3.7, Autophagy mod inactive, WT yeast gro inh mutant strain 14.4, Dynein transport cytoplasmic EGFP 0.075, Dynein transport nuclear GR-EGFP 1.42, Dynein transport cell count -2.45, Insulin prom up cell count 1187, Lipid droplet cells 6.5 µM 679, b-catenin transl cell count 5 µM 1023, MT stabilizer Hoechst-high % 2.8, MT stabilizer cytotoxicity % 7.9 and Autophagy mod cell loss 18 h 0.4.
